# Bioassay records from PubChem BioAssay.
# DENV2 CPE = protects cells from dengue virus 2 cytopathic effect; CPE inhibition, % at 9.99 µM; 350,000 compounds, 1.7% hits; DENV2-infected cells, cytopathic effect rescue, plate reader; in the data active = CPE inhibition above about 20%, passing the limit was not always enough; inconclusive = no clear call, values can overlap the other calls; tested in BHK-21 cells;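 also: 0% = median of neutral control wells and 100% = median of positive control wells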
# INS-1E GSIS act = GLuc luminescence reporter in INS-1E cells, primary screen for activators of glucose-dependent secretion of insulin. INS-1E GLuc reporter insulin secretion, 2-3 h. activation, % at 16.6 µM. 370,000 compounds, 0.61% hits. AID 743287;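 active = lowest replicate activation of at least 40%, so every replicate reaches that level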;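 also: 0% = median of neutral control wells and 100% = median of IBMX positive control wells; some compounds called inactive have numbers as strong as hits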
# FN deposition inh = fibronectin deposition inhibition | AH1F fibroblasts, Alexa488-fibronectin deposition fluorescence, overnight | 350,000 compounds, 0.086% hits | inhibition, % at 12.6 µM;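 active = mean inhibition across replicates of 30% or more, regardless of how many single replicates reach that level; inconclusive = mean under 30% yet at least half of replicates reach 30%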;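 also: positive control wells lacked labelled fibronectin entirely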
#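 test system = AH1F fibroblasts assembling fluorescent fibronectin matrix | quantity = 10000 AH1F cells per well | buffer or medium = DMEM plus 2% serum, read in PBS | doses = single dose, pinned | incubation = 1 h cell attachment, overnight exposure to compound and label | detection = fluorescence at 485 nm excitation, 525 nm emission | read-out basis = inhibition from reduced deposited-fibronectin fluorescence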
# F508del corr = correctors of CFTR F508del function in bronchial epithelial cells; activity (quench increase), % at 7.58 µM; AID 720511; 350,000 compounds, 0.36% hits; CFBE cells, YFP halide quenching; stimulated with forskolin plus potentiator P3; % fluorescence drop versus neutral controls;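 active = mean added fluorescence quench of at least 8% versus neutral control, with both replicates also reaching 8%; inconclusive = only one of the mean or replicate conditions met; inactive = mean below 8% and not both replicates reaching 8%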;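 also: cells transiently co-express mutant CFTR-F508del with the halide-sensitive YFP; corrector assay measuring rescue of mutant channel to the surface after 24 h compound exposure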
# PAX8 inh HTS = inhibitors of PAX8 transcriptional activity in RMG-I cells. RMG-I TPO-luciferase reporter, SteadyGlo, 24 h. AID 652154. inhibition, % at 12.6 µM. 360,000 compounds, 1.2% hits;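 active = mean replicate inhibition at least 60% with every replicate also reaching 60%; inconclusive = only one of the two criteria is met; inactive = mean below 60% and not all replicates reaching 60%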;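 also: luciferase light reporting Pax8 driven TPO promoter activity; plate controls were median of neutral control wells for no effect and mitoxantrone controls for full effect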
# EWS-Fli inh = blocks EWS/Fli oncoprotein-driven transcription; 350,000 compounds, 0.67% hits; A673 NR0B1-luciferase reporter, viability-normalised; inhibition, % at 12.6 µM;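 active = mean inhibition of at least 50% after viability correction, with every replicate also passing that limit; inconclusive = mean reaches 50% but only one of two replicates passes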;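 also: firefly luciferase signal divided by Alamar Blue viability fluorescence both relative to DMSO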
# miR122 inh = miR-122 inhibition in Huh7 cells; Huh7 miR-122 Renilla luciferase sensor, 48 h; neutral wells = 0, positive control = 100; activation (reporter increase), % at 12.5 µM; 340,000 compounds, 0.3% hits; AID 602342;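 active = mean replicate activation score at least 90 and every replicate individually at or above 90; inconclusive = only one of the two criteria met; inactive = neither criterion met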;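 also: higher luciferase means less miR-122 activity so hits act as miR-122 inhibitors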
# Starred values were filed as active, the others as inactive; ? = inconclusive; · = no result given; [ ] = dose if it differs, or a comment.
no.	Structure	miR122 inh	PAX8 inh HTS	FN deposition inh	EWS-Fli inh
1	CC(C)OCc1ccc(C(=O)N2CCN(CC(=O)N3CCCC3)CC2)cc1	·	-6	-5	0
2	CCCC(CCC)C(=O)Oc1cc(C)[nH]c(=O)c1[N+](=O)[O-]	·	6	·	2
3	CC(C)(C)c1ccc(OCC(=O)N/N=C/C2CC=CCC2)cc1 (centres undefined)	-1	-6	-16	2
4	CC(=O)NCCc1nc2cc(NC(=O)c3ccc(F)cc3)ccc2n1C	6	-100	9	-89
5	CCC(C)[C@H](NC(=O)[C@@H]1Cc2c([nH]c3ccccc23)C2c3ccccc3C(=O)N21)C(=O)NCC1CCCO1 (some centres undefined)	-5	·	·	12
6	O=C1Nc2ccccc2C1=NN=Cc1ccco1	·	24	7	15
7	COCC(=O)N1CCCCN2[C@H](CO)[C@@H](c3ccc(C#Cc4cccnc4)cc3)[C@@H]2C1	-5[16.7 µM]	-14	·	-8
8	C[C@@H]1CN([C@H](C)CO)C(=O)c2cc(NC(=O)Nc3ccc4c(c3)OCO4)ccc2O[C@@H](C)CCCCO[C@@H]1CN(C)Cc1ccccc1	-6[16.7 µM]	33	-7	18
9	CC(C)OCCCNC(=O)c1ccc(NC(=O)C2=CSCCO2)cc1	5	-18	7	·
10	CN(C)C(=O)c1ccc(-c2ccccc2[C@@H]2[C@H](C#N)N(C(=O)C3CCCC3)[C@H]2CO)cc1	·	·	4	-18

no.	DENV2 CPE	F508del corr	INS-1E GSIS act
1	2	-1.3	19
2	9	·	21
3	3	-2.7	-10
4	-2	-0.5	3
5	?	3.7	6
6	5	-2.9	6
7	-3	-0.2	5
8	7	-0.3	-19
9	0	2.8	14
10	?	-0.2	8

# (more compounds)
no.	Structure	miR122 inh	PAX8 inh HTS	FN deposition inh	EWS-Fli inh
11	COCCN(CC(=O)Nc1ccc(F)cc1)S(=O)(=O)c1ccc(S(=O)(=O)N2CCCC2)cc1	-4	-20	-5	·
12	COCCN(C(=O)c1cc(-c2ccc(F)cc2)nc2ccccc12)c1c(N)n(CC(C)C)c(=O)[nH]c1=O	-9	10	3	-4
13	Clc1nc2ccccc2nc1-c1ccccc1	-1	-11	-4	-6
14	COc1ccc(CN2C(=O)C(CC(=O)NCCc3ccccn3)CC(C(=O)N(C)C)=C2C)cc1 (centres undefined)	-4	-14	-2	-2
15	COc1cccc(C(=O)Nc2ccc3c(c2)OC[C@H](C)N(CC2CC2)C[C@H](C)[C@H](OC)CN(C)C3=O)c1	-8[16.7 µM]	·	5	-3
16	O=C(c1ccncc1)N1CC(=O)N2[C@H](C1)[C@@H](c1ccc(-c3ccccc3F)cc1)[C@@H]2CO	·	10	·	-3
17	Cc1ccc(S(=O)(=O)Nc2ccc3c(c2)C(=O)N([C@H](C)CO)C[C@H](C)[C@H](CN(C)C(=O)Nc2ccccc2)OCCCC[C@H](C)O3)cc1	-6[16.7 µM]	24	·	-1
18	CCc1cc(=O)oc2cc(C)cc(OCC(=O)NC(Cc3ccc(Cl)cc3)C(=O)O)c12 (centres undefined)	3	·	·	9
19	Cc1ccc(S(=O)(=O)N2C[C@@H]3[C@H](c4ccccc42)[C@@H](CO)N3Cc2cccnc2)cc1	-14[16.7 µM]	9	11	-4
20	C[C@@H]1CN([C@@H](C)CO)C(=O)c2cc(-c3ccccc3F)cnc2O[C@@H]1CN(C)C(=O)C1CCOCC1	3[16.7 µM]	-4	·	1

no.	DENV2 CPE	F508del corr	INS-1E GSIS act
11	·	·	·
12	-7	2.5	0
13	-4	-2.5	9
14	3	-4.2	-8
15	13	0.7	9
16	6	-1.8	28
17	-3	-0.9	-12
18	-6	-0.7	7
19	·	1.9	3
20	60*	0.8	12

# Ordered by the number under DENV2 CPE (largest number first): four from the list above
nr	Compound	DENV2 CPE
3	CC(C)(C)c1ccc(OCC(=O)N/N=C/C2CC=CCC2)cc1 (centres undefined)	3
1	CC(C)OCc1ccc(C(=O)N2CCN(CC(=O)N3CCCC3)CC2)cc1	2
13	Clc1nc2ccccc2nc1-c1ccccc1	-4
12	COCCN(C(=O)c1cc(-c2ccc(F)cc2)nc2ccccc12)c1c(N)n(CC(C)C)c(=O)[nH]c1=O	-7

# Further structures:
no.	Structure	miR122 inh	PAX8 inh HTS	FN deposition inh	EWS-Fli inh
21	Cc1ccc(C)c(Nc2nc(-c3cccnc3)cs2)c1	·	-29	8	-59
22	O=C(c1cc(COc2ccc(F)cc2Cl)on1)N1CCSCC1	-2	-167	2	·
23	Cc1noc(C)c1NC(=O)Nc1ccc2c(c1)CC(=O)N([C@H](C)CO)C[C@@H](C)[C@H](CN(C)C)O2	-2[16.7 µM]	-31	·	-2
24	COC(=O)C[C@H]1CC[C@H]2[C@H](COc3ccc(NC(=O)c4cccs4)cc3C(=O)N2C)O1	21[16.7 µM]	-1	0	0
25	COc1ccc(-c2onc3ccc(C(=O)/C=C/N(C)C)cc23)cc1	-7	-8	-2	1
26	CCOc1ccc(C(C)NC(=O)c2cc(=O)[nH]c3ccccc23)cc1OCC (centres undefined)	·	-6	4	-1
27	COc1ccc(Cl)cc1NC(=O)CN(C)C(=O)C1CC1	1	-3	0	-3
28	CCOc1cc(CO)cc(Br)c1OCC(N)=O	·	2	17	-11
29	CC1=NN(S(=O)(=O)c2ccc(F)cc2)C(=O)c2ccccc2O1	0	6	3	·
30	CN(CC(=O)NCC1CCCCC1)S(=O)(=O)c1ccc(F)cc1	-6	2	-4	2

no.	DENV2 CPE	F508del corr	INS-1E GSIS act
21	0	-0.5	23
22	-5	-3.6	-2
23	-3	1.3	0
24	-3	0.8	-11
25	-5	-5.5	-6
26	1	0.0	19
27	-6	-1.6	·
28	7	-4.6	1
29	·	·	·
30	3	-0.1	3

# The list continues.
no.	Structure	miR122 inh	PAX8 inh HTS	FN deposition inh	EWS-Fli inh
31	C[C@H](CO)N1C[C@H](C)[C@@H](CN(C)C(=O)CN(C)C)Oc2cc(C#C[C@@H](C)O)ccc2S1(=O)=O	-1[16.7 µM]	·	·	-7
32	CCCCC(CC)CO (centres undefined)	-4	·	·	-3
33	Cc1cc(C)cc(CC(=O)N2CCC2(C)C(=O)NS(=O)(=O)c2cc(C)ccc2F)c1 (centres undefined)	2	-21	2	6
34	COC(=O)C1=C(C)N(Cc2ccco2)C(=O)/C1=C\c1ccc(N(C)C)cc1	0	-12	·	·
35	Cc1occc(=O)c1OCc1c(Cl)cccc1Cl	-1	-3	-1	0
36	CCC(NC(=S)NCc1ccc(F)cc1)c1ccccc1 (centres undefined)	26	-9	2	3

no.	DENV2 CPE	F508del corr	INS-1E GSIS act
31	-1	-0.5	-3
32	0	2.7	·
33	-7	-2.4	·
34	·	·	57*
35	7	0.3	0
36	-7	-4.6	-44

# An excerpt from above in order of SMILES length, highest first:
no.	Structure	miR122 inh	PAX8 inh HTS	FN deposition inh	EWS-Fli inh
31	C[C@H](CO)N1C[C@H](C)[C@@H](CN(C)C(=O)CN(C)C)Oc2cc(C#C[C@@H](C)O)ccc2S1(=O)=O	-1[16.7 µM]	·	·	-7
33	Cc1cc(C)cc(CC(=O)N2CCC2(C)C(=O)NS(=O)(=O)c2cc(C)ccc2F)c1 (centres undefined)	2	-21	2	6
34	COC(=O)C1=C(C)N(Cc2ccco2)C(=O)/C1=C\c1ccc(N(C)C)cc1	0	-12	·	·
29	CC1=NN(S(=O)(=O)c2ccc(F)cc2)C(=O)c2ccccc2O1	0	6	3	·
30	CN(CC(=O)NCC1CCCCC1)S(=O)(=O)c1ccc(F)cc1	-6	2	-4	2

no.	DENV2 CPE	F508del corr	INS-1E GSIS act
31	-1	-0.5	-3
33	-7	-2.4	·
34	·	·	57*
29	·	·	·
30	3	-0.1	3
